# Source: PubChem BioAssay (Broad Institute)
# T cruzi intra: inhibitors of intracellular Trypanosoma cruzi, primary screen, cell-based, plate reader, single point, set 2; intracellular Trypanosoma cruzi in host cells; activity score (inhibition), % at 5.01 µM; 4.9% of 22,000 active; AID 651903, 2012; in the data active means activity score above about 55%;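 further: parasites and compound incubated about four days before reading; 0% = median of neutral control wells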
# INS-1E rescue: protection of INS-1E cells from cytokine death, primary screen, ATP luminescence, single point; INS-1E cytokine-induced death, 48 h; normalised: neutral wells 0, positive control 100; protection from cytokine-induced ATP loss, % at 10 µM; 0.1% of 20,000 active;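 active means mean replicate protection from cytokine-induced ATP loss at least 50% and at least 75% of replicates each reaching 50%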
#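 Material: INS-1E rat cells; Quantity: 8000 cells/well; Buffer or medium: phenol-red-free RPMI with 5% fetal bovine serum; Probe or stimulus: cytokine cocktail of IFN-γ, TNF-α and IL-1β; Compound dosing: single test concentration per compound, delivered by pin transfer; Incubation: 48 h co-treatment, 10 min post-lysis read; Signal: CellTiter-Glo luminescence.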
# Numbers without * were called inactive; nt = no result given.
SMILES,T cruzi intra,INS-1E rescue
C[C@H]1CN([C@@H](C)CO)C(=O)c2cccc(N(C)C)c2O[C@@H]1CN(C)C(=O)Nc1ccc(C(F)(F)F)cc1,8,0
CCCC(O)C#Cc1cnc2c(c1)C(=O)N([C@H](C)CO)C[C@H](C)[C@H](CN(C)S(=O)(=O)c1ccc(C)cc1)O2 (some centres undefined),-1,nt
C[C@@H]1CN([C@@H](C)CO)C(=O)Cc2cc(NS(=O)(=O)c3cn(C)cn3)ccc2O[C@@H]1CN(C)Cc1ccc(C(=O)Nc2ccccc2N)cc1,-51,-9
COc1ccc(NC(=O)Nc2cccc3c2O[C@@H](CN(C)C(=O)Nc2ccc(OC)cc2)[C@@H](C)CN([C@H](C)CO)C3=O)cc1,27,-5
C[C@@H]1CN([C@H](C)CO)C(=O)c2cccc(NS(C)(=O)=O)c2O[C@@H]1CN(C)Cc1ccc(C(=O)O)cc1,-20,11
C[C@H]1CN([C@@H](C)CO)C(=O)c2cc(NC(=O)CCC(F)(F)F)ccc2O[C@@H]1CN(C)C(=O)Nc1cccc2ccccc12,-9,9
C[C@@H]1CCCCO[C@H](CN(C)S(C)(=O)=O)[C@@H](C)CN([C@H](C)CO)C(=O)c2cc(NC(=O)CCC(F)(F)F)ccc2O1,-14,3
C[C@@H]1CN([C@H](C)CO)C(=O)c2cc(N(C)C)ccc2O[C@@H]1CN(C)C(=O)NC1CCCCC1,-6,3
C[C@H]1CN([C@@H](C)CO)C(=O)Cc2cc(NC(=O)CCC(F)(F)F)ccc2O[C@@H]1CN(C)CC1CC1,0,6
C[C@H]1CN([C@@H](C)CO)C(=O)Cc2cc(NC(=O)Nc3cccc4ccccc34)ccc2O[C@@H]1CN(C)Cc1ccc(Cl)c(Cl)c1,60*,-22
C[C@@H]1CN([C@@H](C)CO)C(=O)c2cc(N(C)C)ccc2O[C@H]1CN(C)Cc1ccccc1,5,-5
C[C@H]1CN([C@@H](C)CO)C(=O)c2cc(NC(=O)Nc3ccc(C(F)(F)F)cc3)ccc2O[C@H]1CN(C)Cc1ccncc1,-20,-8
CC(C)NC(=O)N(C)C[C@H]1Oc2c(NC(=O)CCCCCC(=O)Nc3ccccc3N)cccc2C(=O)N([C@H](C)CO)C[C@H]1C,-3,-6
C[C@@H]1CN([C@@H](C)CO)C(=O)c2cc(NC(=O)Cc3cn(C)c4ccccc34)ccc2O[C@@H]1CN(C)Cc1ccc(Cl)c(Cl)c1,11,-33
C[C@H]1CN([C@@H](C)CO)C(=O)c2cc(NC(=O)CCC(F)(F)F)ccc2O[C@@H]1CN(C)S(=O)(=O)c1ccc(F)cc1,-2,5
CNC[C@H]1Oc2c(NC(=O)C3CCCCC3)cccc2C(=O)N([C@H](C)CO)C[C@@H]1C,-26,-1
CC(C)NC(=O)N(C)C[C@H]1Oc2ccc(NS(=O)(=O)c3cn(C)cn3)cc2CC(=O)N([C@@H](C)CO)C[C@@H]1C,-16,0
C[C@@H]1CN([C@H](C)CO)C(=O)c2cccc(NC(=O)C3CCCCC3)c2O[C@H]1CN(C)Cc1ccc(-c2ccccc2)cc1,8,11
COc1ccc(S(=O)(=O)Nc2cccc3c2O[C@@H](CN(C)Cc2ccncc2)[C@@H](C)CN([C@@H](C)CO)C3=O)cc1,0,3
C[C@@H]1CCCCO[C@@H](CN(C)C)[C@@H](C)CN([C@H](C)CO)C(=O)c2cc(NC(=O)CCCCCC(=O)Nc3ccccc3N)ccc2O1,-17,-1

# Filtered by structure: the compounds so far with sulfur.
SMILES,T cruzi intra,INS-1E rescue
CCCC(O)C#Cc1cnc2c(c1)C(=O)N([C@H](C)CO)C[C@H](C)[C@H](CN(C)S(=O)(=O)c1ccc(C)cc1)O2 (some centres undefined),-1,nt
C[C@@H]1CN([C@@H](C)CO)C(=O)Cc2cc(NS(=O)(=O)c3cn(C)cn3)ccc2O[C@@H]1CN(C)Cc1ccc(C(=O)Nc2ccccc2N)cc1,-51,-9
C[C@@H]1CN([C@H](C)CO)C(=O)c2cccc(NS(C)(=O)=O)c2O[C@@H]1CN(C)Cc1ccc(C(=O)O)cc1,-20,11
C[C@@H]1CCCCO[C@H](CN(C)S(C)(=O)=O)[C@@H](C)CN([C@H](C)CO)C(=O)c2cc(NC(=O)CCC(F)(F)F)ccc2O1,-14,3
C[C@H]1CN([C@@H](C)CO)C(=O)c2cc(NC(=O)CCC(F)(F)F)ccc2O[C@@H]1CN(C)S(=O)(=O)c1ccc(F)cc1,-2,5
CC(C)NC(=O)N(C)C[C@H]1Oc2ccc(NS(=O)(=O)c3cn(C)cn3)cc2CC(=O)N([C@@H](C)CO)C[C@@H]1C,-16,0
COc1ccc(S(=O)(=O)Nc2cccc3c2O[C@@H](CN(C)Cc2ccncc2)[C@@H](C)CN([C@@H](C)CO)C3=O)cc1,0,3

# Next part:
SMILES,T cruzi intra,INS-1E rescue
C[C@H](CO)N1C[C@H](C)[C@@H](CN(C)Cc2ccc(C(F)(F)F)cc2)Oc2c(NC(=O)Nc3ccccc3)cccc2C1=O,34,-15
C[C@H](CO)N1C[C@H](C)[C@@H](CN(C)C(=O)Nc2cccc(C(F)(F)F)c2)OCc2cn(nn2)CCCC1=O,-13,nt
C[C@H]1CN([C@@H](C)CO)C(=O)Cc2cc(NC(=O)C3CC3)ccc2O[C@H]1CN(C)S(=O)(=O)c1ccc(Cl)cc1,-6,0
CC(C)NC(=O)N(C)C[C@@H]1Oc2c(NS(=O)(=O)c3ccc(F)cc3)cccc2C(=O)N([C@H](C)CO)C[C@H]1C,-11,4
Cc1noc(C)c1S(=O)(=O)Nc1ccc2c(c1)CC(=O)N([C@H](C)CO)C[C@@H](C)[C@@H](CN(C)Cc1ccc(-c3ccccc3)cc1)O2,60*,-21
C[C@@H]1CN([C@@H](C)CO)C(=O)c2cc(NC(=O)CCCCCC(=O)Nc3ccccc3N)ccc2O[C@H]1CN(C)S(=O)(=O)c1cn(C)cn1,-26,8
CCCC(O)C#Cc1cnc2c(c1)C(=O)N([C@H](C)CO)C[C@H](C)[C@H](CN(C)C)O2 (some centres undefined),17,nt
Cc1ccc(S(=O)(=O)Nc2ccc3c(c2)C(=O)N([C@@H](C)CO)C[C@H](C)[C@@H](CN(C)Cc2ccncc2)O3)cc1,-18,5
COc1ccc(CN(C)C[C@H]2Oc3ccc(NC(=O)Nc4ccc(C(F)(F)F)cc4)cc3C(=O)N([C@@H](C)CO)C[C@@H]2C)cc1,19,-11
COc1ccc(S(=O)(=O)N(C)C[C@H]2Oc3ccc(NS(=O)(=O)c4cccs4)cc3C(=O)N([C@H](C)CO)C[C@H]2C)cc1,11,2

# Compound profiles (already shown).
# CC(C)NC(=O)N(C)C[C@H]1Oc2ccc(NS(=O)(=O)c3cn(C)cn3)cc2CC(=O)N([C@@H](C)CO)C[C@@H]1C is entered as T cruzi intra = -16; INS-1E rescue = 0
# C[C@H]1CN([C@@H](C)CO)C(=O)Cc2cc(NC(=O)Nc3cccc4ccccc34)ccc2O[C@@H]1CN(C)Cc1ccc(Cl)c(Cl)c1 is entered as T cruzi intra = 60*; INS-1E rescue = -22

# The main list resumes, starting 2 compounds before the break.
SMILES,T cruzi intra,INS-1E rescue
COc1ccc(CN(C)C[C@H]2Oc3ccc(NC(=O)Nc4ccc(C(F)(F)F)cc4)cc3C(=O)N([C@@H](C)CO)C[C@@H]2C)cc1,19,-11
COc1ccc(S(=O)(=O)N(C)C[C@H]2Oc3ccc(NS(=O)(=O)c4cccs4)cc3C(=O)N([C@H](C)CO)C[C@H]2C)cc1,11,2
COc1ccc(NC(=O)N(C)C[C@@H]2Oc3c(NS(=O)(=O)c4ccc(C)cc4)cccc3C(=O)N([C@H](C)CO)C[C@@H]2C)cc1,0,2
C[C@H]1CN([C@@H](C)CO)C(=O)c2cc(NC(=O)CCCCCC(=O)Nc3ccccc3N)ccc2O[C@@H]1CN(C)C(=O)Nc1ccc2c(c1)OCO2,-43,-4
C[C@H](CO)N1C[C@H](C)[C@H](CN(C)Cc2ccccc2)Oc2ccc(NS(=O)(=O)c3ccccc3)cc2C1=O,19,-9
C[C@H](CO)N1C[C@H](C)[C@H](CN(C)Cc2cccc(C(F)(F)F)c2)Oc2ncc(C#CCN(C)C)cc2C1=O,21,nt
C[C@H](CO)N1C[C@H](C)[C@H](CN(C)C(=O)Nc2ccccc2F)OCc2cn(nn2)CCCC1=O,-11,nt
C[C@@H]1CN([C@@H](C)CO)C(=O)c2cccc(NC(=O)Nc3ccc(C(F)(F)F)cc3)c2O[C@H]1CN(C)Cc1ccc(Oc2ccccc2)cc1,52,-55
C[C@H](CO)N1C[C@H](C)[C@@H](CN(C)S(=O)(=O)c2ccc3ccccc3c2)OCc2cn(nn2)CCCC1=O,-15,nt
C[C@@H]1CCCCO[C@H](CN(C)Cc2ccncc2)[C@@H](C)CN([C@H](C)CO)C(=O)c2cc(NC(=O)Cc3ccccc3)ccc2O1,-15,6
COc1ccc(-c2cnc3c(c2)C(=O)N([C@H](C)CO)C[C@H](C)[C@H](CN(C)S(=O)(=O)c2ccccc2)O3)cc1,26,nt
C[C@H](CO)N1C[C@H](C)[C@H](CN(C)S(=O)(=O)c2ccc3c(c2)OCCCO3)OCc2cnnn2CCCC1=O,14,nt
C[C@@H]1CN([C@H](C)CO)C(=O)Cc2cc(NS(=O)(=O)c3ccc(Cl)cc3)ccc2O[C@@H]1CN(C)Cc1ccncc1,76*,0
C[C@@H]1CN([C@@H](C)CO)C(=O)c2cc(NC(=O)Cn3cnnn3)ccc2O[C@H]1CN(C)Cc1ccncc1,-10,8
Cc1noc(C)c1S(=O)(=O)N(C)C[C@@H]1Oc2c(NC(=O)c3cnccn3)cccc2C(=O)N([C@H](C)CO)C[C@@H]1C,14,6
C[C@@H]1CN([C@H](C)CO)C(=O)Cc2cc(NS(=O)(=O)c3cccs3)ccc2O[C@@H]1CN(C)S(=O)(=O)c1ccc(F)cc1,60*,-4
Cc1ccc(S(=O)(=O)Nc2ccc3c(c2)C(=O)N([C@H](C)CO)C[C@H](C)[C@H](CN(C)Cc2ccncc2)OCCCC[C@@H](C)O3)cc1,-1,-2
COc1ccc(NC(=O)Nc2ccc3c(c2)C(=O)N([C@@H](C)CO)C[C@H](C)[C@H](CN(C)C(=O)Nc2ccc(C(F)(F)F)cc2)O3)cc1,3,-4
C[C@H](CO)N1C[C@H](C)[C@@H](CN(C)C(=O)Nc2ccc(F)cc2)Oc2ccc(NS(=O)(=O)c3ccccc3)cc2C1=O,-22,-6

# This is a subset; the hit share may differ from the screen's.
